# Screens as filed in PubChem BioAssay.
# esBAF inh = Bmi1 luciferase reporter increase in mESCs, primary screen, esBAF inhibitor project, mouse ES cells, Bmi1 luciferase knock-in, single point; 24 h; 100% = twice the neutral-well signal; reporter increase, % at 12.5 µM; 2% of 350,000 active; in the data active = activation above about 40%; inconclusive = no clear call, values can overlap the other calls;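 also: 0% = median of the plate's neutral control wells and 100% = double that signal; a rise in the Bmi1 reporter signal indicates esBAF inhibition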
# ERp5 block = inhibitors of ERp5-driven insulin aggregation, primary screen, biochemical, turbidity, absorbance 650 nm, single point. Protein disulfide-isomerase A6 (Homo sapiens), Q15084. 90 min. inhibition, % at 9.99 µM. 0.05% of 350,000 active. AID 651711, 2012;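 active = mean replicate inhibition above about 25%, with every replicate also reaching it, limit read from the data, passing the limit was not always enough; inconclusive = only one of those two criteria met; inactive = neither criterion met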
# Target sequence (Q15084 whole entry, looked up): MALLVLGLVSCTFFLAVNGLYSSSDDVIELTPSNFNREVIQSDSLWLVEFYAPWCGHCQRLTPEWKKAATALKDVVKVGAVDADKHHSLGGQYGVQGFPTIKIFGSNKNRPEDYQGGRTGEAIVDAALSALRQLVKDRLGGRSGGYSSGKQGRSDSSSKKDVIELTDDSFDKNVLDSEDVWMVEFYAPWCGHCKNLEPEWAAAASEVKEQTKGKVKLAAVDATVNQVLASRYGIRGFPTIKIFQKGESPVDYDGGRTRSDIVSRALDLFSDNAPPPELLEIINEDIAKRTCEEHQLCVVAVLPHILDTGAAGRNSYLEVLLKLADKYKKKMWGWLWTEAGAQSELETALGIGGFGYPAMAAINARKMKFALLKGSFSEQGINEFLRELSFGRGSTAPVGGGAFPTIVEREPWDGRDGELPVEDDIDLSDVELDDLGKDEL
# E-selectin induc = E-selectin induction in HUVECs, primary screen, imaging, HUVEC, immunofluorescence imaging, single point; P16581; normalized: neutral wells 0, TNF-alpha wells 100; activation, % at 7.58 µM; 0.37% of 260,000 active; AID 686992, 2013;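 active = mean E-selectin-positive cell signal at least 10% of the positive control, reached in at least 60% of replicates, without over 20% cell loss; inconclusive = no rule given, readout overlaps actives, possibly toxicity-flagged; inactive = the rest, including those meeting only one limit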;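 also: in these data hits start at about 27%; measured in HUVEC primary endothelial cells; signal is the percent of cells scored E-selectin positive by PE staining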
#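 Test system – human umbilical vein endothelial cells (HUVEC), E-selectin induction · Input – 3,000 HUVEC seeded per well · Buffer or medium – EGM-2, gelatin · Compound dosing – single-point compound dose · Detection – immunofluorescence imaging · Measure – percent E-selectin-positive cells · Controls – TNF-alpha high, DMSO low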
# Casp6 inh = human caspase-6 inhibitors, primary screen, biochemical, VEID-R110 fluorescence, single point, set 2 | inhibition, % at 12.5 µM | purified caspase-6, Z-VEID-R110 cleavage fluorescence | 0.53% of 350,000 active;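 active = mean inhibition across replicates at least about 35%, with every replicate also reaching that limit, limit read from the data; inconclusive = only one of the two criteria met; inactive = neither criterion met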;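 also: 0% = median of neutral control wells and 100% = no fluorescence left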
# PglD inh = C. jejuni PglD acetyltransferase inhibitors, primary screen, biochemical, DTNB colorimetric, single point | 0.098% of 360,000 active | AID 602405, 2012 | UDP-N-acetylbacillosamine N-acetyltransferase PglD (Campylobacter jejuni) | inhibition, % at 12.5 µM | purified PglD enzyme, DTNB colorimetric CoA detection; in the data active = inhibition above about 16%, passing the limit was not always enough; inconclusive = no clear call, values can overlap the other calls; also: strong numbers were not always called active
# RAD52 inh = RAD52 DNA annealing inhibitors, primary screen, biochemical, FRET, single point, set 2 | DNA repair protein RAD52 homolog (Homo sapiens), P43351 | recombinant RAD52 DNA annealing, FRET fluorescence | inhibition, % at 18.7 µM | 0.46% of 360,000 active | AID 651710, 2012;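 active = every replicate showing at least 50% inhibition; inconclusive = mean inhibition at least 50% but not in every replicate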
# Target sequence (P43351 whole entry, looked up): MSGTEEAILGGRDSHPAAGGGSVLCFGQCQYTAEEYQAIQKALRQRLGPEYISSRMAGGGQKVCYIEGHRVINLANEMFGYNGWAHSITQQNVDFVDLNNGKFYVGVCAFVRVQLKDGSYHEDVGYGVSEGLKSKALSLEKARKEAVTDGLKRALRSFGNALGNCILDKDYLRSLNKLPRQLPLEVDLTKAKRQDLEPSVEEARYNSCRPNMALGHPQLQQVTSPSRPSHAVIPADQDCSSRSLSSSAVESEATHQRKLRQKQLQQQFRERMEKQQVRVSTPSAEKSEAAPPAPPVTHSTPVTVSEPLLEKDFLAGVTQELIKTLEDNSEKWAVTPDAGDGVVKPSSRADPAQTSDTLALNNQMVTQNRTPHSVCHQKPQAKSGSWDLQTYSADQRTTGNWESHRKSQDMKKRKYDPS
# ARNT-TACC3 inh = disruptors of ARNT/TACC3 protein interaction, primary screen, biochemical, AlphaScreen, single concentration. AlphaScreen His-ARNT PAS-B/GST-TACC3 binding, luminescence; TACC3 fragment carries E629A point mutation. inhibition, % at 9.99 µM. 0.66% of 390,000 active. AID 623870, 2012;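 active = mean inhibition of replicates at least 50% and at least half of replicates each reaching 50%; inconclusive = half or more replicates reach 50% but mean below 50%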;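 also: 0% = complete ARNT plus TACC3 wells and 100% = ARNT alone without TACC3; many hits fall short of the cut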
# RAD54 inh = inhibitors of human RAD54 branch migration, primary screen, biochemical, fluorescence, single point; inhibition, % at 10.4 µM; 0.14% of 360,000 active; RAD54 Holliday junction branch migration, FAM/BHQ fluorescence;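 active = mean normalized replicate activity at least 40 and at least half of replicates scoring 40 or more; inconclusive = only one of the two criteria met; inactive = mean below 40 and under half of replicates reaching 40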;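 also: 0% = median of neutral control wells and 100% = median of positive control wells; inhibitors cause a drop in the FAM fluorescence signal; in these data hits start at about 50%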
# * = called active by the depositor; ? = inconclusive; nt = no result given. Random draw from the library; 3.2% or so of the library scored in one or more.
SMILES,esBAF inh,ERp5 block,E-selectin induc,Casp6 inh,PglD inh,RAD52 inh,ARNT-TACC3 inh,RAD54 inh
O=C([C@H]1[C@H](CO)[C@H]2Cn3c(ccc(C4=CCCCC4)c3=O)[C@@H]1N2)N1CCC(Cc2ccccc2)CC1,3,6,0.2,-1,0,-10,2,4
COc1ccc([C@H]2CC(=O)C=C(c3cccc(C(C)C)c3)C2)cc1,4,2,0.0,-4,-3,-10,-1,1
NC1=NC[C@H](Cc2ccccc2)N1CC1CCCCC1,-4,2,0.1,0,-1,-6,nt,-4
COc1ccc(S(=O)(=O)Nc2ccc3c(c2)C(=O)N([C@H](C)CO)C[C@@H](C)[C@@H](CN(C)CC2CCCCC2)O3)cc1,6,0,0.3,0,16,20,-4,5
O=C(Nc1ccc(F)cc1)N1CC(=O)N2[C@H](CO)[C@H](c3ccc(-c4ccc(F)cc4)cc3)[C@@H]2C1,nt,7,-0.5,18,nt,-2,nt,nt
O=C(NCc1ccccn1)C(=O)Nc1nc(-c2ccccc2)cs1,8,nt,nt,-7,-2,-5,2,-3
CO[C@@H]1CN(C)C(=O)c2ccc(NS(=O)(=O)c3cccc(C)c3)cc2OC[C@@H](C)NC[C@H]1C,2,4,-0.3,-1,-1,-11,-12,7
CN(CCCn1ccc(NC(=O)OCc2ccccc2)nc1=O)CCc1ccccn1,-3,8,-0.1,-2,9,-2,nt,-7
O=C(N/N=C/c1ccc(OCc2ccccc2)cc1)c1ccco1,nt,1,5.2,2,0,-7,-4,-17
CCN(CC(=O)Nc1c(F)cccc1F)C(=O)COc1ccc2c(C)cc(=O)oc2c1,nt,-5,-1.1,3,nt,-8,-6,nt
COc1cc(C(CCN2CCCC(C)C2)c2c(OC)cc(OC)c3c(-c4ccccc4)cc(=O)oc23)cc(OC)c1OC (centres undefined),-8,4,nt,-5,-1,45,nt,-2
CC(C)NC(=O)Nc1cccc2c1O[C@@H](CN(C)CC1CCCCC1)[C@H](C)CN([C@@H](C)CO)C2=O,nt,19,0.5,1,nt,-4,nt,nt
Cn1c(=O)c2ccccc2n(Cc2ccccc2F)c1=O,7,nt,nt,nt,-4,nt,-3,-2
Nn1c(SCC(=O)Nc2ccccc2)nnc(Cc2ccccc2)c1=O,11,1,nt,0,nt,2,2,nt
O=C(NCCc1ccncc1)[C@@H]1[C@@H](CO)[C@@H]2Cn3c(ccc(-c4cccc(F)c4)c3=O)[C@H]1N2,-4,1,0.3,-4,-1,5,-3,4
Cc1noc(C)c1S(=O)(=O)N(C)C[C@@H]1OCCCC[C@H](C)Oc2ccc(NC(=O)Nc3ccc4c(c3)OCO4)cc2C(=O)N([C@H](C)CO)C[C@@H]1C,3,nt,-0.3,nt,0,nt,1,-1
O=[N+]([O-])c1ccc(CSCc2ccc([N+](=O)[O-])cc2)cc1,nt,-4,3.6,-1,nt,-11,-2,nt
Cc1cc2c(cc1C)N(Cc1ccccc1)C1=NCCCN12,-2,-2,nt,0,nt,5,-1,nt
COc1ccc(Cc2nnc(NS(=O)(=O)c3ccc(NC(C)=O)cc3)s2)cc1,2,6,nt,2,-6,-23,-4,-10
CCCCc1ccc(NC(=O)CSc2nc(=O)n(CCN(C)C)c3c2CCC3)cc1,nt,-3,-0.5,-16,0,-8,5,3
CCOc1ccc2oc(C(=O)Nc3ccc(C)cn3)c(C)c2c1,85*,4,-0.2,-5,3,-108,nt,0
CO[C@@H]1CC[C@@H]2CCN(C)C(=O)C[C@@H](c3ccccc3)CN(C)C(=O)c3cc(C#N)ccc3OC[C@@H]1O2,-1,nt,0.1,nt,0,nt,-3,2
O=C(Cc1cccc2ccccc12)Nc1ccccc1,nt,7,0.2,-2,nt,-14,-5,nt
C[C@@H]1CN([C@H](C)CO)C(=O)c2cc(NC(=O)Nc3ccccc3)ccc2O[C@@H]1CN(C)Cc1ccc(Oc2ccccc2)cc1,-1,5,-0.1,-2,4,19,-3,0
COc1cccc(S(=O)(=O)Nc2ccc3c(c2)C(=O)N(C)C[C@@H](OC)[C@@H](C)CN(Cc2ccccc2F)[C@@H](C)CO3)c1,2,6,-0.2,-2,1,-16,6,9

# (listing goes on)
SMILES,esBAF inh,ERp5 block,E-selectin induc,Casp6 inh,PglD inh,RAD52 inh,ARNT-TACC3 inh,RAD54 inh
O=C(NCCc1ccccc1)[C@@H]1[C@@H](CO)[C@@H]2Cn3c(cccc3=O)[C@@H]2N1Cc1ccncc1,-4,-9,-0.2,0,4,-14,0,2
CC(=C\c1ccccc1)/C=C1/SC(=S)N(CCC(=O)O)C1=O,-29,2,0.1,0,-1,-12,17,-16
Cc1ccc2cccc(SCC(=O)N3CCOCC3)c2n1,0,nt,nt,nt,-12,nt,-4,7
O=C(Nc1ccc(N2CCOCC2)c(Cl)c1)c1cc2ccccc2o1,64*,nt,nt,nt,-3,nt,2,-3
CN(C)S(=O)(=O)c1cccc(NC(=S)N/N=C/C(=O)c2ccccc2)c1,1,-4,nt,1,-1,-12,11,-5
CC1(c2ccccc2)NC(=O)N(CCN2C(=O)c3ccccc3C2=O)C1=O (centres undefined),1,nt,nt,nt,-8,nt,-4,-17
CCOC(=O)COn1c(=O)c(-c2ccc(F)cc2)[n+]([O-])c2ccccc21,-4,4,-0.1,1,-3,-9,1,4
O=C(Nc1ccc(F)cc1F)N1CCCC(c2nc(-c3ccc(F)cc3)no2)C1 (centres undefined),nt,3,-0.1,0,nt,-17,nt,nt
Cn1c(Cc2ccccc2)nnc1SCC(=O)Nc1ccccc1N1CCOCC1,5,nt,nt,nt,-2,nt,-3,-1
CC(C)CN(C(=O)CSc1nc2ccccc2c(=O)n1C)C1CCS(=O)(=O)C1 (centres undefined),-5,2,nt,-2,-4,-6,0,-4
O=C(Cc1ccc([N+](=O)[O-])cc1)NCc1ccncc1,nt,5,nt,1,nt,-20,3,nt
CCCCNC(=O)C[C@@H]1C[C@@]2(C(=O)OC)CCCCC=C2N(Cc2ccccc2)C1=O,nt,0,0.0,0,nt,-18,nt,nt
Cn1cccc1CC(=O)NNC(=S)NC(=O)c1ccccc1Br,8,2,0.1,4,3,-19,14,-1
C[C@H]1CCCCO[C@H](CN(C)S(=O)(=O)c2ccccc2)[C@@H](C)CN([C@@H](C)CO)C(=O)c2cc(NC(=O)C3CCCCC3)ccc2O1,-8,-3,-0.1,4,1,12,4,-3
CCCc1cc(=O)[nH]c(SCC(=O)Nc2cc(C)on2)n1,2,7,0.5,nt,nt,-10,1,nt
C[C@@H]1CN([C@@H](C)CO)C(=O)c2cccc(N(C)C)c2O[C@@H]1CN(C)S(=O)(=O)c1ccc(Cl)cc1,-1,nt,nt,0,-4,1,-2,9
OC1(Cc2cc(-c3ccccc3)no2)CCN(CCCc2ccccc2)CC1,-3,0,0.1,7,7,-6,3,8
CCOc1ccc(N2C(=O)C3CCCN3C2=S)cc1 (centres undefined),2,-3,nt,-3,-6,-7,nt,-1
CCc1cccc(-n2c(C)cc(O)cc2=O)c1,nt,1,0.6,4,nt,2,nt,nt
Cc1cccc(Nc2nc(OCC#N)nc(N(C)C)n2)c1,6,-1,nt,-1,-10,-18,-4,-7
O=C1COc2ccc(C(=O)COC(=O)/C=C/c3ccc(Br)o3)cc2N1,6,-1,2.2,29,2,-21,4,-6
COc1ccc(CN(C(=O)COc2ccc(C)c(C)c2)C2CCS(=O)(=O)C2)cc1OC (centres undefined),1,0,-0.1,2,-3,-6,-3,-5
C[C@@H]1CCCCO[C@H](CN(C)S(=O)(=O)c2ccc(F)cc2)[C@H](C)CN([C@@H](C)CO)C(=O)c2cc(NS(=O)(=O)c3ccc(Cl)cc3)ccc2O1,0,-2,-0.1,-1,-1,17,14,-6
OCCN(Cc1ccccc1)CC(O)COc1ccc(-c2ccccc2)cc1 (centres undefined),nt,6,nt,1,nt,-6,-3,nt
COc1ccc(-c2ncccc2OC(=O)C23CC4CC(CC(C4)C2)C3)cc1,nt,nt,2.6,nt,-4,nt,-47,6

# Compound profiles, as listed above:
# `Cn1cccc1CC(=O)NNC(=S)NC(=O)c1ccccc1Br` is entered as esBAF inh = 8; ERp5 block = 2; E-selectin induc = 0.1; Casp6 inh = 4; PglD inh = 3; RAD52 inh = -19; ARNT-TACC3 inh = 14; RAD54 inh = -1
# `CN(C)S(=O)(=O)c1cccc(NC(=S)N/N=C/C(=O)c2ccccc2)c1` is entered as esBAF inh = 1; ERp5 block = -4; E-selectin induc = nt; Casp6 inh = 1; PglD inh = -1; RAD52 inh = -12; ARNT-TACC3 inh = 11; RAD54 inh = -5

# Two of these compounds, reformatted:
SMILES | esBAF inh | ERp5 block | E-selectin induc | Casp6 inh | PglD inh | RAD52 inh | ARNT-TACC3 inh | RAD54 inh
C[C@@H]1CN([C@@H](C)CO)C(=O)c2cccc(N(C)C)c2O[C@@H]1CN(C)S(=O)(=O)c1ccc(Cl)cc1 | -1 | nt | nt | 0 | -4 | 1 | -2 | 9
OC1(Cc2cc(-c3ccccc3)no2)CCN(CCCc2ccccc2)CC1 | -3 | 0 | 0.1 | 7 | 7 | -6 | 3 | 8

# Later entries:
SMILES,esBAF inh,ERp5 block,E-selectin induc,Casp6 inh,PglD inh,RAD52 inh,ARNT-TACC3 inh,RAD54 inh
C[C@H]1CN([C@@H](C)CO)S(=O)(=O)c2ccc(C3=CCCCC3)cc2O[C@@H]1CN(C)Cc1ccccc1F,-3,-12,nt,-3,-5,2,2,3
Cc1noc(C)c1S(=O)(=O)N(C)C[C@@H]1Oc2ccc(NC(=O)NC3CCCCC3)cc2CC(=O)N([C@@H](C)CO)C[C@@H]1C,3,1,2.4,0,0,-1,19,10
CC(c1ccccc1)n1c(CO)nc2ccccc21 (centres undefined),7,0,0.0,-5,67*,-5,7,-2
CC1=NOC(=O)/C1=C\c1ccc(-c2cc(Cl)ccc2Cl)o1,0,nt,nt,nt,3,nt,12,2
Cc1cc(NC(=O)c2cccnc2)ccc1NC(=O)c1cc2ccccc2o1,-8,3,0.0,1,8,-10,-30,-5
COC(=O)CSc1nc2c(c(-c3ccco3)c1C#N)CCCC2,-11,nt,nt,nt,-1,nt,4,-7
COc1ccccc1N=CC=C1OC(C)(C)C(C)(C)O1,nt,?,-0.8,nt,nt,-32,2,nt
C=CCn1c(SCC(=O)Nc2ccccc2C)nnc1-c1ccncc1,-6,nt,nt,nt,4,nt,-7,3
CC(CCc1ccccc1)NC(=O)C(=O)NCCc1ccccc1 (centres undefined),nt,-8,-3.1,1,nt,-3,-4,nt
Cc1ccc(N2CC(C(=O)Nc3nnc(SCC(N)=O)s3)CC2=O)cc1 (centres undefined),-10,18,-0.6,3,0,-14,-4,6

# Reprinted at random: 2 entries already listed
SMILES,esBAF inh,ERp5 block,E-selectin induc,Casp6 inh,PglD inh,RAD52 inh,ARNT-TACC3 inh,RAD54 inh
COC(=O)CSc1nc2c(c(-c3ccco3)c1C#N)CCCC2,-11,nt,nt,nt,-1,nt,4,-7
Cc1cc(NC(=O)c2cccnc2)ccc1NC(=O)c1cc2ccccc2o1,-8,3,0.0,1,8,-10,-30,-5
